# Source: PubChem BioAssay (several laboratories)
# Mac1 fbg enh = enhancers of CD11b/CD18 adhesion to fibrinogen, primary screen, K562 cells, luminescence. Integrin beta-2 (Homo sapiens) + Integrin alpha-M (Homo sapiens), P05107+P11215. ATPlite luminescence. activation, % at 10 µM. hit rate 0.07% among 93,000. AID 1499, 2009;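 active = 10 µM primary screen giving 50% or more activity, confirmed by 40% or more on retest at that dose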; also: strong numbers were not always called active
# PLK1 kinase inh = human PLK1 kinase inhibitors, primary screen, biochemical, TR-FRET; recombinant PLK1 kinase, TR-FRET peptide phosphorylation; inhibition, % at 10 µM; hit rate 0.53% among 97,000; AID 619, 2007;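 active = inhibition of 50% or more in the single-concentration screen; inactive = inhibition below 50%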;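 also: 0% = DMSO max control and 100% = H-89 dihydrochloride min control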
# Target sequence (P53350 whole entry, looked up): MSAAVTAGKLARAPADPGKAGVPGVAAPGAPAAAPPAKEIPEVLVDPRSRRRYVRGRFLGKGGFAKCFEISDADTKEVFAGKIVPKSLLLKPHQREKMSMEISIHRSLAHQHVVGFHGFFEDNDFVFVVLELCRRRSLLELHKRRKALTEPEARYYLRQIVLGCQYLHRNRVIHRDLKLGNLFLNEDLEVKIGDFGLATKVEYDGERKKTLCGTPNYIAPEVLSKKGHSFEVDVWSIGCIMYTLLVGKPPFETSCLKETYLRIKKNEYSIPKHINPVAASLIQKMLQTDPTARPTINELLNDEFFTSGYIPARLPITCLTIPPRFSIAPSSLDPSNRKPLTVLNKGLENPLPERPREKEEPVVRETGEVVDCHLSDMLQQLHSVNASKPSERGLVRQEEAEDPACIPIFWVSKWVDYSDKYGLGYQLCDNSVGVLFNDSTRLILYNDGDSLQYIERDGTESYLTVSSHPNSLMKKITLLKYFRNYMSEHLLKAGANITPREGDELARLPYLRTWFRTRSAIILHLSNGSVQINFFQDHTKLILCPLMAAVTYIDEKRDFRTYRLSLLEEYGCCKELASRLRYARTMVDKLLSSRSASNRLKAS
# FAK blocker = FAK kinase inhibitors, primary screen, biochemical | biochemical FAK kinase activity assay | Focal adhesion kinase 1 (Homo sapiens), Q05397 | AID 727, 2007 | hit rate 0.84% among 97,000 | inhibition, %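 (tested at 7 µM)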; in the data active = inhibition above about 19%;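 also: 0% = DMSO and 100% = reference compound high control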
# Mac1 fbg inh = inhibitors of CD11b/CD18 adhesion to fibrinogen, primary screen, K562 cells, luminescence | ATPlite luminescence; Mn2+ added to activate the integrin | hit rate 0.54% among 93,000 | inhibition, % at 10 µM | AID 1497, 2009 | Integrin beta-2 (Homo sapiens) + Integrin alpha-M (Homo sapiens), P05107+P11215;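 active = primary inhibition of 50% or more at 10 µM, then 40% or more on retest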; also: some results filed as inactive read as strong as hits
# ERa coact pot = enhancers of ERα–SRC-1 coactivator binding, primary screen, biochemical, TR-FRET, ERα LBD, low estradiol; Estrogen receptor (Homo sapiens), P03372; TR-FRET ERalpha-LBD/SRC-Cy5 coactivator binding, 2 h; 100 = basal binding, no effect; coactivator binding (% of control), % at 25.6 µM; hit rate 1.3% among 86,000; AID 639, 2007; in the data active = activity above about 200%;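 also: binding measured in presence of low estradiol as agonist stimulus; 0% = peptide alone without receptor and 100% = receptor with peptide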
# ERa SRC1 inh = ERα–SRC-1 coactivator interaction inhibitors, primary screen, biochemical, TR-FRET, ERα LBD, estradiol-bound; Estrogen receptor (Homo sapiens), P03372; TR-FRET ER-alpha LBD / SRC-1 peptide; inhibition, % at 25.6 µM; hit rate 1.7% among 86,000; in the data active = inhibition above about 50%;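 also: 0% = receptor plus peptide control and 100% = peptide only without receptor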
# HIV Rev-RRE inh = HIV-1 Rev-RRE binding inhibitors, primary screen, biochemical, FRET, protein-RNA interaction. AID 704, 2007. inhibition, % at 8 µM. Rev peptide-RRE RNA binding. hit rate 0.79% among 97,000;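 active = inhibition above the screen-wide mean plus 3 SD, cut at about 35% in these data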;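 also: 0% = median DMSO wells and 100% = median Neomycin B control wells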
# Target sequence (P05866 whole entry, looked up): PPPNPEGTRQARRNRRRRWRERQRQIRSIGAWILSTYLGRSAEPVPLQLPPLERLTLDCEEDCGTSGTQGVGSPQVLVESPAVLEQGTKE
#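 Test system: Cy5-tagged RRE RNA duplex with fluorescein-tagged Rev peptide | Read-out: % inhibition of FRET ratio versus controls | Probe or stimulus: Labelled Rev peptide | Incubation: 5 min RNA-compound premix plus 15 min binding step, 25 °C | Technique: FRET fluorescence readout | Benchmarks: DMSO low control, neomycin B high control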
# PLK1 PBD inh = Plk1 polo box domain binding inhibitors, primary screen, biochemical, fluorescence polarization; AID 693, 2007; inhibition, %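 (tested at about 20 µM)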; Plk1 PBD phosphopeptide binding; hit rate 0.13% among 97,000; in the data active = inhibition above about 34%, passing the limit was not always enough
# ERb SRC1 inh = inhibitors of ERβ-SRC1 coactivator interaction, primary screen, biochemical, TR-FRET, ERβ LBD, SRC-1 peptide; inhibition, % at 25.6 µM; hit rate 1.3% among 86,000; TR-FRET ER-beta LBD / SRC1-Cy5 peptide binding; receptor agonist-loaded with 1 µM estradiol; Estrogen receptor beta (Homo sapiens), Q92731;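 active = compounds whose percent inhibition of the receptor-coactivator binding signal exceeds about 50% in the single-dose screen, limit read from the data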;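 also: 0% = receptor plus peptide wells without compound and 100% = peptide-only wells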
# * marks the source's active call; other numbers are inactive results; · = not tested or not shown; [ ] = remark or other dose.
# Each structure is followed by: Mac1 fbg enh, PLK1 kinase inh, FAK blocker, Mac1 fbg inh, ERa coact pot, ERa SRC1 inh, HIV Rev-RRE inh, PLK1 PBD inh, ERb SRC1 inh
1: NC(=O)CN1CCCN(S(=O)(=O)c2ccc(Br)cc2)CC1
  5, -3, -4, -6, 111, 4[fluorescence artefact?], 4, -30, 2[fluorescence artefact?]
2: COc1ccc(Cn2nnnc2C(c2ccccc2)N2CCN(C3CCCC3)CC2)cc1 (stereo not drawn)
  -1, ·, ·, 30, 125, -6, ·, ·, -7
3: CN(Cc1ccccc1)S(=O)(=O)c1ccc(NS(=O)(=O)Cc2ccccc2)cc1
  -2, -34, 1, -12, 72, 20, 17, -2, 14
4: COc1ccc(S(=O)(=O)N(CC(=O)N2CCN(c3ccccc3)CC2)c2ccccc2)cc1
  -1, -10, 0, -56, 93, 0, 9, 3, 10
5: CCOC(=O)c1ccc(N2Cc3ccccc3C2=N)cc1
  -1, -8, -3, 24, ·, ·, 1, 8, ·
6: CN1/C(=C\C(=O)Nc2cccnc2)c2ccccc2CC1(C)C
  ·, -6, 1, ·, 95, -12, 8, -46, -12
7: O=C(COc1ccc(Cl)cc1)N1CCCCC1
  -4, 0, 0, -2, 102, 2, 8, -10, -7
8: Cc1cccc(Cn2c(N(C)Cc3ccccc3)nc3c2c(=O)[nH]c(=O)n3C)c1
  8, -6, 7, -54, 80, 1, 9, -10, -9
9: O=C(Nc1cccc2c1CCCC2)c1cc([N+](=O)[O-])ccc1Cl
  ·, -14, -2, ·, ·, ·, 7, -31, ·
10: COc1ccccc1C/C(N)=N/OC(=O)COc1ccc2ccccc2c1
  -2, -4, 2, 17, ·, ·, 6, 16, ·
11: COC(=O)c1ccc(C(=O)OC)c(NC(=O)CSc2nc(-c3ccco3)cc(C(F)(F)F)n2)c1
  ·, -7, 2, ·, 112, 31[fluorescence artefact?], 7, -15, 11
12: Cc1cc(NC(=O)CSc2nc3ccsc3c(=O)n2NC(=O)c2ccccc2)no1
  ·, -14, -6, ·, 118, -7, 6, -14, -11
13: COC(=O)C(C(=O)Nc1cc(C)on1)C1CCCCCC1 (stereo not drawn)
  -2, -2, 4, 9, 113, 0, 2, -15, 0
14: COc1ccc(-c2noc(CCC(=O)NCc3cccnc3)n2)cc1OC
  2, ·, ·, -3, 125, 2, ·, ·, -9
15: CCn1c(SCC(=O)Nc2ccc(OC)cc2)nnc1-c1ccco1
  ·, -14, 1, ·, 95, 2, -1, -11, -6

# Part of the list above, screen by screen:
12) Cc1cc(NC(=O)CSc2nc3ccsc3c(=O)n2NC(=O)c2ccccc2)no1
5) CCOC(=O)c1ccc(N2Cc3ccccc3C2=N)cc1
13) COC(=O)C(C(=O)Nc1cc(C)on1)C1CCCCCC1 (stereo not drawn)

entry no.	12	5	13
Mac1 fbg enh	·	-1	-2
PLK1 kinase inh	-14	-8	-2
FAK blocker	-6	-3	4
Mac1 fbg inh	·	24	9
ERa coact pot	118	·	113
ERa SRC1 inh	-7	·	0
HIV Rev-RRE inh	6	1	2
PLK1 PBD inh	-14	8	-15
ERb SRC1 inh	-11	·	0

# Remaining list, next part.
# Each structure is followed by: Mac1 fbg enh, PLK1 kinase inh, FAK blocker, Mac1 fbg inh, ERa coact pot, ERa SRC1 inh, HIV Rev-RRE inh, PLK1 PBD inh, ERb SRC1 inh
16: CCCn1nc(C(=O)NCC(C)(C)N2CCOCC2)c2ccccc2c1=O
  ·, -7, -3, ·, 102, -4, 2, -1, -8
17: COc1ccccc1N1CCN(C(=O)c2cc(-c3ccc4c(c3)OCO4)on2)CC1
  -9, 1, 0, -4, 118, -10, 3, -1, -6
18: COc1ccc(N2C3=C(CC4=C2CCCC4=O)C(=O)CCC3)cc1
  ·, -6, 3, ·, 104, 25[fluorescence artefact?], 11, -23, 22
19: CCOC(=O)CSc1nc(C)cc(C)n1
  -2, -8, 2, -25, 103[fluorescence artefact?], 6, 4, -11, -21
20: Cc1nnc(NC(=O)C2CCCN(c3ncccn3)C2)s1 (stereo not drawn)
  -2, -18, 1, 0, 122, -15, 1, -11, -1
21: Cn1nnnc1SCC(=O)N1c2ccccc2CCc2ccccc21
  -8, -12, -2, 12, 126[fluorescence artefact?], -12, 8, 14, -25
22: CCN(CC)c1ccc2oc(=O)c(C)nc2c1
  -1, 3, -2, -13, 80[fluorescence artefact?], -41[fluorescence artefact?], 121*[fluorescence artefact?], -30, 44[fluorescence artefact?]
23: Cc1ccc(-n2nnc3c(=O)n(Cc4cc(C)ccc4C)cnc32)cc1
  ·, -12, 22*, ·, 86, 3, 16, 1, 9[fluorescence artefact?]
24: CC(=O)Nc1ccc2nc(C)n(Cc3ccc(Cl)cc3)c(=O)c2c1
  ·, -18, 0, ·, 102, -2, 7, -8, -3
25: CCOC(=O)CNC(=O)CSc1nnnn1-c1ccc(C)c(C)c1
  -2, 46, 5, -12, 106, -3, 5, -13, -2
26: CC(=O)N1CCc2cc(S(=O)(=O)CCC(=O)NCc3cccs3)ccc21
  ·, -5, 1, ·, 112, 4, 3, 0, -6
27: Cc1ccc(S(=O)(=O)N/N=C2/CC(c3ccccc3)Oc3ccccc32)cc1[N+](=O)[O-] (stereo not drawn)
  -2, -11, -3, 8, ·, ·, 11, 6, ·
28: O=C(N1CCN(c2ccc(F)cc2)CC1)C12CC3CC(CC(C3)C1)C2
  26, -8, 2, 7, ·, ·, 6, 23, ·
29: Cc1cc(C)c(S(=O)(=O)c2ccccc2)c(OC(=O)c2c(Cl)cc(Cl)cc2Cl)n1
  -1, -7, -1, 22, 107[fluorescence artefact?], 1, 14, -9, -4
30: CCC1=Nc2ccccc2NC2=C1C(=O)CCC2
  2, 3, 0, -1, 71[fluorescence artefact?], 9[fluorescence artefact?], 21, 11, 5
31: COC(=O)c1cn(Nc2ncc(C(F)(F)F)cc2Cl)c(=O)c2ccccc12
  -3, -5, 0, -6, 170, 4[fluorescence artefact?], 13, 3, 3[fluorescence artefact?]
32: Cc1c(C(=O)Nc2ccc(-n3cnnn3)cc2)oc2ccccc12
  0, -33, 2, -9, 199[fluorescence artefact?], 76*[fluorescence artefact?], 4, 36, 65*[fluorescence artefact?]
33: COc1ccc2nc(SCC(=O)Nc3ccccc3C#N)[nH]c2c1
  0, -1, -2, -5, 108, 14, 5, 7, 10[fluorescence artefact?]
34: CCOc1ccc(N(CC(=O)NCc2ccccc2)S(C)(=O)=O)cc1
  1, ·, ·, -6, 103, -21, ·, ·, -23
35: CC(=O)Oc1c(C)cc(O)c2ccccc12
  -4, -7, -2, -5, 118[fluorescence artefact?], -7[fluorescence artefact?], 7, -1, -9
36: O=C(CN1CCN(c2ccc(F)cc2)CC1)NCC1CCCO1 (stereo not drawn)
  -1, -10, -6, -18, 95[fluorescence artefact?], 4[fluorescence artefact?], 0, -3, 1
37: O=C1CN=C(Nc2cccc(C(F)(F)F)c2)N1C1CCCC1
  7, -13, 1, -2, 105, -31, 7, -6, -27
38: Cc1ccc(OCCCC(=O)NC(C)c2ccccc2)cc1 (stereo not drawn)
  -8, 2, 2, -31, 109, 7[fluorescence artefact?], -1, 16, 4[fluorescence artefact?]
39: CCOC(=O)C(CCC#N)(CCC#N)C(=O)OCC
  0, 0, 1, -16, 99, 24, 9, -5, 26
40: CSc1nc(Oc2cccc(C(F)(F)F)c2)cc(C(F)(F)F)n1
  ·, -14, 0, ·, ·, ·, 11, 28, ·
41: Clc1ccc(-n2nnnc2SCc2c(-c3ccccc3)nc3sccn23)cc1
  3, -6, -1, 14, 120, -6, 3, -3, 0
42: Cc1cc(C)c(Cn2c(=O)n(CCCC(=O)NCc3ccco3)c(=O)c3ccccc32)c(C)c1
  ·, -10, 1, ·, 128[fluorescence artefact?], 16[fluorescence artefact?], 6, 9, 6
43: O=C(CN1CCOCCOCCN(CC(=O)Nc2ccccc2)CCOCC1)Nc1ccccc1
  -4, -10, 9, 2, 117[fluorescence artefact?], -18, 9, -22, -6
44: COc1oc(-c2ccccc2)nc1C(F)(F)F
  3, -5, 0, 5, 114, -9, 3, 6, -11
45: Nc1ccc2nc(-c3ccc(Cl)cc3)[nH]c2c1
  4, -6, ·, 3, 72[fluorescence artefact?], 87*[fluorescence artefact?], ·, 12, 44[fluorescence artefact?]
46: O=C(c1ccc(NC(=O)C2(c3ccccc3)CCOCC2)cc1)N1CCOCC1
  -6, -14, 0, -4, 99, -1, 2, 0, -11
47: O=C(c1nc2n(n1)C(c1ccc(Cl)cc1)C=C(c1ccccc1)N2)N1CCOCC1 (stereo not drawn)
  0, -18, 0, -7, 104, -17[fluorescence artefact?], 118*[fluorescence artefact?], -21, -5[fluorescence artefact?]
48: Cc1c(Cl)c(C(=O)NNC(=S)Nc2ccccc2)nn1C
  -5, -4, 1, -1, ·, ·, 7, -24, ·
49: CN1C(=O)C(O)(C2OC(C)(C)CCC2=O)c2ccccc21 (stereo not drawn)
  -4, -4, 0, 6, 114, -3, 12, 2, 5
50: COCc1cc(Sc2cccc(Cl)c2Cl)nc(-c2ccccc2)n1
  -5, -10, 3, -15, ·, ·, 16, 5, ·
51: Cc1occc1C(=O)n1nnc2ccccc21
  -1, -12, 0, 14, 87[fluorescence artefact?], 14[fluorescence artefact?], 3, 13, 36[fluorescence artefact?]
52: CCC(=O)N/C(N)=N/c1nc(C)c2cc(OC)ccc2n1
  17, 16, 0, -6, 113, 0, 34, -17, 8
53: Cc1ccc(S(=O)(=O)n2nc(C)c(Br)c2C)c(C)c1C
  ·, -7, 0, ·, ·, ·, 20, 11, ·
54: CC(=O)Nc1ccc(C(=O)CSc2nnc(C)o2)cc1
  -6, ·, ·, 0, 62, 22, ·, ·, 9
55: COC(=O)c1cc(NC(=O)c2ccc(Cn3cc(Cl)cn3)o2)cc(C(=O)OC)c1
  76, 0, -4, -3, 100, 58*[fluorescence artefact?], 3, -8, 28[fluorescence artefact?]
56: COC(=O)C1CCCN1S(=O)(=O)c1ccc2ccccc2c1 (stereo not drawn)
  -3, -8, -1, 22, 111, -6, 12, -3, -12[fluorescence artefact?]
57: O=C(CN(Cc1ccco1)C(=O)c1cc(=O)[nH]c2ccccc12)Nc1ccccc1Br
  ·, -11, 5, ·, 93, 4, 1, -19, 15
58: CCCCC(c1nnnn1CC1CCCO1)N1CCN(c2cccc(C)c2C)CC1 (stereo not drawn)
  4, -17, -1, -2, 103, -2, 3, -24, -2

# Single records, from the list above:
# `COC(=O)c1cc(NC(=O)c2ccc(Cn3cc(Cl)cn3)o2)cc(C(=O)OC)c1` across the screens: Mac1 fbg enh: 76; PLK1 kinase inh: 0; FAK blocker: -4; Mac1 fbg inh: -3; ERa coact pot: 100; ERa SRC1 inh: 58*[fluorescence artefact?]; HIV Rev-RRE inh: 3; PLK1 PBD inh: -8; ERb SRC1 inh: 28[fluorescence artefact?]
# `Cc1ccc(S(=O)(=O)n2nc(C)c(Br)c2C)c(C)c1C` across the screens: Mac1 fbg enh: ·; PLK1 kinase inh: -7; FAK blocker: 0; Mac1 fbg inh: ·; ERa coact pot: ·; ERa SRC1 inh: ·; HIV Rev-RRE inh: 20; PLK1 PBD inh: 11; ERb SRC1 inh: ·

# No enrichment for hits; any-hit rate near 4.7%.
